# Screening data from PubChem BioAssay.
# ALOX15B inhib = qHTS Assay for Inhibitors of 15-hLO-2 (15-human lipoxygenase 2) | Polyunsaturated fatty acid lipoxygenase ALOX15B (Homo sapiens), O15296 | purified 15hLO-2, xylenol orange hydroperoxide absorbance | Potency, µM (doses to about 57.1 µM), for the others: top-dose activity change, negative = inhibition, hits mostly inhibitors | hit rate 0.56% among 110,000 | AID 881, 2007; further: potency means the concentration at half of the fitted maximal effect; nearly all actives have a fitted effect of over 60% in size; many of its hits are not listed in these tables
# Target sequence (O15296 whole entry, looked up): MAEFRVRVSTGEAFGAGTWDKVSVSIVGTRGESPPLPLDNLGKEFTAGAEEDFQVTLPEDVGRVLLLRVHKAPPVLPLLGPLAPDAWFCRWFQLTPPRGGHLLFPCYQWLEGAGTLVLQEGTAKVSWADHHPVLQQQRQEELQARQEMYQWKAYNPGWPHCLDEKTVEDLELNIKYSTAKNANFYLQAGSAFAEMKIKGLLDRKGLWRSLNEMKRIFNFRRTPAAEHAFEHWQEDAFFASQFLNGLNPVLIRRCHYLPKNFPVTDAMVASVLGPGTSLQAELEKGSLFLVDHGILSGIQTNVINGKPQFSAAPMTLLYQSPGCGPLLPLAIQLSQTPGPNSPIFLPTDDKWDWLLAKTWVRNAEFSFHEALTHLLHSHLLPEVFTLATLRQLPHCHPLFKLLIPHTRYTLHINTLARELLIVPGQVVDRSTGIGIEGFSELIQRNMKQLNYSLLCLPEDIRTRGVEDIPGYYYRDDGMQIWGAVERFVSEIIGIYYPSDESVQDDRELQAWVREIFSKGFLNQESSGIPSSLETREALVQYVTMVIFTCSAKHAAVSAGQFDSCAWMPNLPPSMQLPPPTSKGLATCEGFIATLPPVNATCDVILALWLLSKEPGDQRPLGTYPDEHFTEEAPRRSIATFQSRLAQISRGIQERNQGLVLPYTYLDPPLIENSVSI
#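 Enzyme 50 nM, AA 45 uM, 25 mM Hepes pH 7.5 + 0.01% Triton X-100; cpd preinc 15 min RT, rxn 90 min RT; stop/detect with 200 uM XO + 300 uM Fe(II) in 50 mM H2SO4, 30 min; A573/A405.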
# PNC inhibitor = High Content Assay for Compounds that inhibit the Assembly of the Perinucleolar Compartment; PC3M PTB-GFP, PNC prevalence imaging, 16 h; stronger effect = lower value; activity change (PNC), negative = inhibition, % at 10 µM; hit rate 3.1% among 140,000;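 active means readout at or below -70, meaning at least 70% loss of cells showing the perinucleolar compartment, a nuclear body marking cancer cells; inconclusive means readout between -30 and a set limit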;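 further: plate controls were DMSO wells for no effect and camptothecin positive control wells for full effect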
#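 PC3M cells stably expressing PTB-GFP, 750–1000 cells/well, treated 16 h at 37 °C with compound (23 nl of library stock), in duplicate. After paraformaldehyde fixation and Hoechst stain, imaged at 20x; PNC prevalence scored by image analysis.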
# 12-hLO inh = qHTS Assay for Inhibitors of 12-hLO (12-human lipoxygenase); AID 1452, 2008; hit rate 0.12% among 150,000; purified 12-hLO, xylenol orange hydroperoxide absorbance; Polyunsaturated fatty acid lipoxygenase ALOX12 (Homo sapiens), P18054; Potency, µM (highest dose often 57.1 µM), inactives show at the highest dose activity change, negative = inhibition, hits mostly inhibitors; further: potency means the concentration at half of the fitted maximal effect; nearly all actives have a fitted effect of over 55% in size; many of its hits are not listed in these tables
#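 Lipoxygenase turnover measured by absorbance at 573 and 405 nm after Fe-XO development. Human 12hLO 150 nM, arachidonate 40 uM, pH 7.0 Hepes buffer with detergent; 15 min compound preincubation, 30 min reaction.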
# IMPase cell inh = qHTS Assay for Identifying the Cell-Membrane Permeable IMPase Inhibitors | CHO-M1 cells, IP1 accumulation, HTRF TR-FRET ratio | inhibition (IP1 accumulation), % at 46.1 µM | 120,000 tested, under 10 active; active means well fitted curve in the direction sought with a large enough effect in the signal ratio, not every such curve was filed as active; inconclusive means small, poorly fitted or top-dose-only effect, or a change in a side signal; inactive means no such curve, though single readings can be large or run the other way; the % refers to the signal ratio;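 further: cells stimulated with carbachol in lithium chloride buffer; plate controls were DMSO basal wells for no effect and reference inhibitor wells for full effect; higher means more IMPase inhibition seen as more IP1 and lower FRET ratio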
# Target sequence (P97697 whole entry, looked up): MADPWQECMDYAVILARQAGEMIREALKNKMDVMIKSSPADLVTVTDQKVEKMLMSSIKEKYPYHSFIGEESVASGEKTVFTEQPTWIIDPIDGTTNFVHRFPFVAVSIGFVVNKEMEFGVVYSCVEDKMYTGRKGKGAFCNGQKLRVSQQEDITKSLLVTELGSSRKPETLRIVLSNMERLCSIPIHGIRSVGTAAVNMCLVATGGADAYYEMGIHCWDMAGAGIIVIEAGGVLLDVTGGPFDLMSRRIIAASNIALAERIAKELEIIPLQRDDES
#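 Cellular IMPase inhibition is scored as a rise in cytosolic IP1, detected by competitive TR-FRET between d2-labelled IP1 and a europium anti-IP1 antibody. M1-expressing CHO cells were stimulated with carbachol for 30 min at 37C, with lithium (50 mM LiCl) present in the buffer.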
# An asterisk follows results filed as active; ? = inconclusive; / = not tested or not shown; [ ] = another dose, or the depositor's remark. Unless noted, the call rests on the fitted dose curve; in most records, active means well fitted curve in the direction sought with a large enough effect; inconclusive means small, poorly fitted or top-dose-only effect, or another doubt; inactive means no such curve, though single readings can be large; an effect the other way counts as inactive or inconclusive. Unless noted, on the % scale 0 is the no-effect control and ±100 the full control effect.
ALOX15B inhib	PNC inhibitor	12-hLO inh	IMPase cell inh	Molecule
8%	91	2%	-2	Cc1ccc(Cc2nc(-c3ccccn3)no2)cc1
4%	/	-3%	/	COc1cc2c(cc1OC)C1C(=O)c3ccc4c(c3OC1CO2)C=CC(C)(C)O4 (stereo not drawn)
1%	55	-10%	2	C/C=C/c1ccc(OCCCNC(C)CC)c(OC)c1 (stereo not drawn)
/	?	0%	/	CC(=O)c1sc(NC(=O)COc2ccc(C)c(C)c2)nc1C
-16%	6	-30%	2	Cc1ccc(COc2ccsc2-c2n[nH]c(=S)n2C)cc1
2%	17	-4%	2	COc1cc2c(cc1OC)C(c1ccc3c(c1)OCO3)CC(=O)N2 (stereo not drawn)
/	3	-3%	/	Cc1ccc(S(=O)(=O)N[C@H](C(=O)OCC(=O)NC(=O)Nc2ccc3c(c2)OCCO3)C(C)C)cc1
0%	18	-4%	-6	Nn1cnnc1SCC(=O)Nc1ccc(C2CCCCC2)cc1
-5%[11.4 µM]	27	4%	?	Cc1cc2c(C)ccc(C)c2nc1SCC(=O)c1cccs1
?	3	-6%	12	CCOc1cc(C2C(C#N)=C(N)Oc3n[nH]c(-c4ccccc4)c32)ccc1O (stereo not drawn)
-9%	?	5%	-2	CSCC[C@H](NC(=O)OCc1ccccc1)C(=O)O
/	19	0%	/	CCOc1ccc(C(=O)N/N=C/c2ccc(SC)cc2)cc1
3%	21	-3%	-2	COCCn1nnnc1C(C(C)C)N1CCOCC1 (stereo not drawn)
-3%	1	10%	-4	O=C(c1ccccc1Cl)N(C(=O)c1ccccc1Cl)c1nccc(-c2cccs2)n1
/	-9	13%	-1	COc1ccc(C(=O)OC2CCN(C)CC2)cc1
2%	?	-1%	-9	CC(C(=O)Nc1ccc(S(=O)(=O)N2CCOCC2)cc1)N(c1ccccc1)S(C)(=O)=O (stereo not drawn)
/	28	2%	/	O=C(CSc1nnc(-c2cccnc2)n1-c1ccc(SC(F)F)cc1)N1CCCc2ccccc21
-24%	41	0%	-19	CCn1c(SCC(=O)c2ccc3c(c2)Cc2ccccc2-3)nnc1-c1ccc(N)cc1
1%	20	-3%	-3	Nc1nonc1C(=Nc1ccccc1)NO
3%	14	-3%	-5	Cc1ccc(C2C(C#N)=C(N)Oc3n[nH]c(C)c32)cc1 (stereo not drawn)
-1%	?	6%	8	COC(=O)c1cc(NC(=O)c2ccoc2C)cc(C(=O)OC)c1
/	-26	-1%	/	CC(C)(C)c1ccc(OCC(=O)N(c2ccccn2)C2CCCCC2)cc1
?	-15	-14%	-6	Nc1nc2ccc([N+](=O)[O-])c(N)c2s1
-2%	?	3%	9	CCOc1cc(C(=S)N2CCN(C)CC2)ccc1OCC(=O)N1CCOCC1
14%[11.4 µM]	/	2%[11.4 µM]	/	C[C@H]1CC(C)(C)C[C@@](OCCN2CCCCC2)(c2ccccc2)C1
/	?	-4%	/	CCOC(=O)c1c(NC(=O)CCC(=O)O)sc2c1CCCCC2
5%[2.29 µM]	-30	-3%	-4	CCOC(=O)c1ccc(NC(=O)CCc2nc(-c3ccc(C)cc3)no2)cc1
/	66	-3%	2	Cc1sc(NC(=O)/C=C/c2ccc3c(c2)OCO3)nc1-c1ccccc1
-5%	14	2%	6	CC(C)c1ccc(N(C(=O)C(F)(F)F)C(C(=O)NC2CCCCC2)c2ccncc2)cc1 (stereo not drawn)
-1%	42	-1%	2	O=C(c1ccc2c(c1)OCO2)N1CCN(c2ccccc2F)CC1
4%	19	1%	13	COC(=O)c1cccc(NC(=O)Cn2cnc3ccccc3c2=O)c1
/	-20	-4%	/	CC(=O)NC(=S)Nc1cc(C(F)(F)F)ccc1N1CCOCC1
/	?	-13%	/	COc1cccc(/C=C/C(=O)c2ccc(NS(=O)(=O)c3ccc(C)cc3)cc2)c1
0%	?	1%	-5	CCN(CC)C(=O)CSCC(=O)Nc1ccccc1
-6%	-26	-1%	14	Cc1nn(C)cc1CN(C)C(=O)c1nn2c(c1Cl)NC(c1cccs1)CC2C(F)(F)F (stereo not drawn)
-3%[11.4 µM]	/	1%[11.4 µM]	/	Cc1cc(=O)[nH]c2cc3oc4ccccc4c3cc12
6%	?	-2%	-12	Nc1ccc2oc(-c3cccc(Br)c3)nc2c1
/	2	2%	?	CCc1cc2cc(C(=O)Nc3ccc(C)cc3)sc2s1
1%	1	5%	0	COc1ccccc1NC(=O)N1CCCC1C(=O)NCc1ccccc1F (stereo not drawn)
-6%	-1	-6%	-11	O=C(Cc1ccc(-n2c(=S)[nH]c3ccccc3c2=O)cc1)N1CCN(c2ccccc2)CC1
7%	?	3%	9	N#Cc1c(N)nc2c(c1-c1ccccc1)CCCC2
2%	-6	1%	0	CSc1nc(Oc2ccc(C)cc2)cc(C(F)(F)F)n1
-4%	39	2%	-6	CCOc1ccc2oc(-c3ccccc3)c(C(=O)N(C)C)c2c1
/	21	0%	/	COC(=O)c1c(N2C(=O)Nc3ccccc3N2O)sc2c1CCCC2
/	46	2%	-9	COc1ccc(-n2c(C)csc2=S)cc1

# A run of entries taken from the entries so far, for reference:
ALOX15B inhib	PNC inhibitor	12-hLO inh	IMPase cell inh	Molecule
4%	19	1%	13	COC(=O)c1cccc(NC(=O)Cn2cnc3ccccc3c2=O)c1
/	-20	-4%	/	CC(=O)NC(=S)Nc1cc(C(F)(F)F)ccc1N1CCOCC1
/	?	-13%	/	COc1cccc(/C=C/C(=O)c2ccc(NS(=O)(=O)c3ccc(C)cc3)cc2)c1
0%	?	1%	-5	CCN(CC)C(=O)CSCC(=O)Nc1ccccc1
-6%	-26	-1%	14	Cc1nn(C)cc1CN(C)C(=O)c1nn2c(c1Cl)NC(c1cccs1)CC2C(F)(F)F (stereo not drawn)
-3%[11.4 µM]	/	1%[11.4 µM]	/	Cc1cc(=O)[nH]c2cc3oc4ccccc4c3cc12

# (cont.)
ALOX15B inhib	PNC inhibitor	12-hLO inh	IMPase cell inh	Molecule
-4%	10	-1%	5	CCOc1ccccc1NC(=O)CSc1ccccc1
-8%	9	-8%	-6	CCOc1nc(CC)nc(NC(=O)NS(=O)(=O)c2ccccc2Cl)n1
/	48	-1%	/	CCn1c(O)c(N=NC(=O)c2ccc(CSc3nncn3C)cc2)c2ccccc21
19%	?	-13%	4	O=C(CN1CCN(S(=O)(=O)c2ccc3ccccc3c2)CC1)N1CCc2ccccc2C1
-2%	16	-5%	-9	O=C(Nc1ccc(-c2nc3cccnc3s2)cc1)c1ccc(Br)o1
9%	-26	-17%	-15	Cc1noc(C)c1COC(=O)CCCOc1ccc(Cl)cc1Cl
-2%	34	-12%	5	O=C(Nc1cccc(C(F)(F)F)c1)c1ccc(Cn2cc(Br)cn2)o1
8%	?	-1%	-1	COc1cccc(-n2ccnc2SCC(=O)Nc2cc(OC)ccc2OC)c1
3%	37	-7%	7	Cc1ccc2cc(CCNC(=O)c3ccc(Br)o3)c(=O)[nH]c2c1
/	-11	2%	/	COc1ccc(-c2csc(N3C(=O)C4C5c6ccccc6C(c6ccccc65)[C@@H]4C3=O)n2)cc1 (stereo partly drawn)
3%	-29	9%	?	CCCc1nc2oc3c(OC)ncnc3c2c2c1COC(C)(C)C2
4%	-26	-4%	-3	CCCCOc1ccc(C(=O)NCc2ccncc2)cc1
/	-100*	1%	2	Cc1ccn2cc(CCNC(=O)CC(C)(C)C)nc2c1
-11%[0.0915 µM]	/	-5%[0.00818 µM]	/	Cc1cccc(C2=NN(c3ccccc3)[C@H](CO)[C@H]2c2ccc(Cl)cc2)c1
-2%	18	-2%	-6	CC(=O)OC(C(=O)NCS(=O)(=O)c1ccc(C)cc1)c1cccnc1 (stereo not drawn)
-12%	?	-3%	4	COCCCn1c(SCc2nnc(-c3ccccc3)o2)nc2sc3c(c2c1=O)CCC3
-3%	23	-2%	7	O=C(O)C1CC(=O)N(c2ccc(Br)cc2)C1 (stereo not drawn)
-6%	-21	-1%	5	CCN(CC)c1ccc(N2C(=O)/C(=C\c3cccnc3)SC2=S)cc1
-8%	-1	-6%	2	CC[C@@H](C(=O)n1nc(C)cc1C)[C@H](NS(=O)(=O)c1ccc(C)cc1)c1ccccc1
28%	?	0%	6	Cc1ccccc1C(=O)c1c[nH]c(C(=O)NCCCn2ccnc2)c1
/	51	-3%	/	CCCCNC(=O)NNC(=O)COc1cccc(C)c1C
-2%	?	-4%	5	Cc1ccc(-n2nnnc2SCn2nnc3ccccc3c2=O)cc1
/	9	-4%	/	Cc1cc2cc(CNC(=O)c3cccc([N+](=O)[O-])c3)ccc2[nH]1
-5%	0	-7%	-4	COc1ccc(C2C(=O)N(C3CCCCC3)CC(=O)N2CCc2ccccc2)cc1OC (stereo not drawn)
9%	36	-8%	2	COCCn1nnnc1C(c1cccs1)N1CCN(c2ccccc2)CC1 (stereo not drawn)
6%	-113*	8%	0	Cc1cccc(NC(=O)N[C@@H](C)C(=O)O)c1
/	-7	4%	/	Cc1ccc(OC(=O)CCC(=O)NC(C)c2ccccc2)cc1 (stereo not drawn)
0%	?	-3%	-2	COc1ccc(CCN2C(=O)CC(C(N)=O)SC2=Nc2ccccc2)cc1OC (stereo not drawn)
-4%	32	1%	0	CCOC(=O)CN(C(=O)CSc1nnc(CNc2ccc(F)cc2)o1)c1ccccc1
/	55	-1%	/	Cc1ccc(C#N)c(SCc2ccccc2[N+](=O)[O-])n1
-2%	8	3%	-6	Cc1ccc(S(=O)(=O)NC(=O)c2cc(C)n(CCCN3CCOCC3)c2C)cc1
/	114	4%	-7	COc1cc(-c2nc(S(=O)(=O)c3ccc(Cl)cc3)c(N(C)C)o2)cc(OC)c1OC
?	-1	-15%	-2	Cc1nn(-c2cccc(Cl)c2)c2nc(-c3ccco3)cc(C(=O)O)c12
-29%	13	-4%	2	Cc1cc(NC(=O)CSc2ccc3nnc(-c4ccc(Cl)cc4)n3n2)no1
/	-91*	0%	/	CC(C)[C@H](NC(=O)Nc1cccc(Br)c1)C(=O)O
-1%	20	3%	3	COc1ccc(C(=O)NN2CCCCC2)cc1OC
-3%	3	-8%	5	COc1ccc(N2CCN(C(=O)CCCn3c(=S)[nH]c4cc5c(cc4c3=O)OCO5)CC2)cc1
-4%	-20	2%	8	COc1cc(NC(=O)CSc2nnc(C)s2)cc(OC)c1OC
/	79	-1%	2	CCN1C(=O)CC(N2CCN(CC(=O)NC(C)C)CC2)C1=O (stereo not drawn)
-10%	48	-4%	?	Cc1cccn2c(=O)c3cc(C(=O)NCC4CCCO4)c(=N)n(Cc4cccnc4)c3nc12 (stereo not drawn)
-16%	?	-14%	14	O=S(=O)(Nc1ccc2c(c1)OCO2)c1ccc(Br)s1
0%	?	-3%	1	Cc1cc(C)n(C(=O)c2ccc(NC(=O)CC(C)C)cc2)n1
/	-27	-3%	/	COc1ccccc1CCNC(=O)/C(=C/c1cccnc1)NC(=O)c1ccccc1
15%	-5	-5%	-3	COc1cccc(C(=O)CSc2nnc(CNS(=O)(=O)c3ccc(C)cc3)n2C)c1
-11%	-10	-7%	9	CCOc1cc(CN2CCN(C(=O)CC(C)C)CC2)ccc1OC
/	1	-2%	/	O=c1c2sccc2nc(SCc2cc(=O)n3ccccc3n2)n1-c1ccc(Br)cc1
-3%	17	-4%	1	CCOc1ccc(NC(=O)C2CC(=O)NC(N3CCc4ccccc43)=N2)cc1 (stereo not drawn)
0%	14	-6%	-4	c1ccc(CCNc2c3c(nc4ncnn24)CCC3)cc1

# Some of the compounds tested, so the mix of outcomes need not match the whole.
